Compound activity: PubChem BioAssay, National Center for Advancing Translational Sciences (NCATS)
Peg3 imprint = qHTS Assay for Compounds that Induce Erasure of Genomic Imprints; hit rate 0.02% among 110,000; Potency, µM (series often up to 60.7 µM), for the others: at the top dose activity change, positive = activation, hits mostly activators; mouse ES Peg3-LacZ reporter, beta-gal luminescence, 40 h;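 note: 0% = negative control wells on the plate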
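Gelatin-coated wells received 300 freshly trypsinized female ES cells with a Peg3LacZ-Neo reporter on the maternal allele, then incubated 40 hours at 37C. BetaGlo was added for 5 minutes at room temperature before a single luminescence read.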
p53ts 39C tox = qHTS Screen for Compounds that Selectively Target Cancer Cells with p53 Mutations: Cytotoxicity of p53ts Cells at the Nonpermissive Temperature; Potency, µM (titrated, usually from 46.1 µM), for the others: top-dose activity change, negative = cell killing, most hits filed as cytotoxic; hit rate 1.5% among 130,000; H1299-p53A138V viability at 39C, ATP luminescence, 24 h; note: nearly all actives have a fitted effect of over 55% in size
IkB signaling = IkB Signaling. Potency, µM (highest dose often 57.1 µM), for the others: at the highest dose IkBa stabilization activation. ABC-DLBCL IkBa-CBG/CBR dual luciferase ratio, 4 h; response scale: scaled: untreated 0%, proteasome inhibitor 100%. hit rate 0.04% among 110,000; active = well fitted curve in the direction sought with a large enough effect in the signal ratio, not every such curve was filed as active; inconclusive = small, poorly fitted or top-dose-only effect, or a change in a side signal; the % refers to the signal ratio;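 note: the direction sought is a rising ratio; 0% = basal untreated cells and 100% = reference inhibitor full response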
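In this assay, an IκBα–CBG68 fusion accumulates when IKK-driven degradation is blocked; native CBR normalizes for cell number. OCI-Ly3 cells were treated 4 h with compound and doxycycline, then green and red light read after Chroma-Glo addition.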
p53ts 32C kill = qHTS Screen for Compounds that Selectively Target Cancer Cells with p53 Mutations: Cytotoxicity of p53ts Cells at the Permissive Temperature; H1299-p53A138V at 32C, ATP luminescence viability, 24 h; Potency, µM (highest dose often 46.1 µM), for the others: at the top dose activity change, negative = cytotoxicity, most hits filed as cytotoxic; hit rate 0.93% among 130,000; AID 924, 2007;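 note: 0% = DMSO and -100% = full killing by reference compound; nearly all actives have a fitted effect of over 55% in size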
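Cells: H1299 p53ts (A138V), 600/well, pre-incubated 16–30 h at 37C. Cpd up to 46 uM, 24 h, 32C. Readout: ATPlite luminescence, 20 min RT. Normalization: DMSO vs tamoxifen 100 uM. AC50 by Hill equation.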
* hit, by the source's call; ? = inconclusive; . = not tested or not shown; [ ] = another dose, or the depositor's remark. Unless noted, calls come from the whole dose curve; as a rule, active = well fitted curve in the direction sought with a large enough effect; inconclusive = small, poorly fitted or top-dose-only effect, or another doubt; inactive = no such curve, though single readings can be large; an effect the other way counts as inactive or inconclusive. Unless noted, % is set by controls: 0 for no effect and ±100 for the full control effect; potency is the fitted concentration of half-maximal effect.

Field names – A = Peg3 imprint; B = p53ts 39C tox; C = IkB signaling; D = p53ts 32C kill
O=C(O)c1cn[nH]c1-n1cnnn1
  A = -8.2% | B = -4.2% | C = 0.3% | D = -5.8%

C/C(=N\NC(=O)c1ccccc1F)c1ccc2c(c1)Nc1ccccc1S2
  A = . | B = -20.5% | C = . | D = ?

COc1ccc(NC(=O)c2ccc(OC)cc2)cc1
  A = -80.7%[inhibitor] | B = ? | C = 0.7% | D = ?

CCN(CCCNc1ncnc2nc[nH]c12)c1cccc(C)c1
  A = -15.8% | B = 21.5% | C = -0.1% | D = 7.1%

O=C(c1cccs1)N(Cc1cccc(Cl)c1)C1CCS(=O)(=O)C1 (stereo not drawn)
  A = -10.1% | B = 1.6% | C = -0.8% | D = 0.4%

CCc1nn2c(=O)cc(N3CCN(c4cc(C)nc5ccccc45)CC3)nc2s1
  A = -5.8% | B = 10.1% | C = -0.7% | D = -1.9%

O=C1C2CC=C(Cl)CC2C(=O)N1CC1Cc2ccccc2CO1 (stereo not drawn)
  A = -8.1% | B = -8.3% | C = ? | D = 6.0%

CCOc1ccccc1NC(=O)C1CCCN(c2ncnc3onc(-c4ccc(F)cc4)c23)C1 (stereo not drawn)
  A = 3.4%[10.9 µM] | B = -12.4% | C = ? | D = 14.7%

Cc1ccc(N2CC(c3nnc(Cc4ccccc4Cl)o3)CC2=O)cc1 (stereo not drawn)
  A = 4.1%[10.9 µM] | B = 0.3% | C = 5.9% | D = 2.5%

CC(=O)Nc1ccc(NC(=O)c2ccc(COc3ccc(Cl)cc3Cl)o2)cc1
  A = -34.1%[inhibitor][10.9 µM] | B = ? | C = 0.2% | D = ?

CCOC(=O)N1CCN(C(=O)c2ccc3c(c2)N(Cc2cc(C)ccc2C)C(=O)c2ccccc2S3=O)CC1 (stereo not drawn)
  A = -4.0%[10.9 µM] | B = -28.3% | C = ? | D = -23.9%

CC(=O)c1cc2ccccc2oc1=O
  A = 4.4%[16.8 µM] | B = -5.8%[20.6 µM] | C = -0.1%[25.6 µM] | D = 1.7%[20.6 µM]

COc1ccccc1NC(=O)C1CCN(c2cnccn2)CC1
  A = -8.8%[10.9 µM] | B = -0.7% | C = 1.3% | D = -2.9%

OCCCNCc1ccccn1
  A = -12.4%[10.9 µM] | B = 0.3%[9.22 µM] | C = 1.7%[11.4 µM] | D = 2.1%[9.22 µM]

O=C1c2oc3ccccc3c(=O)c2C(c2ccc(O)cc2)N1Cc1ccc2c(c1)OCO2 (stereo not drawn)
  A = -16.3%[10.9 µM] | B = -17.9% | C = -3.7% | D = 8.1%

CC(C)Cc1cc(-c2ccco2)c(C#N)c(N)n1
  A = 9.8% | B = -2.0% | C = -1.2% | D = -3.1%

CCCN1Cc2cccc(C(=O)Nc3ccccc3F)c2C1=O
  A = -12.4%[10.9 µM] | B = -3.5% | C = -1.8% | D = -4.2%

Cc1ccc(C(C)C)c(OCCN)c1
  A = -15.3% | B = -1.5% | C = 0.8% | D = -5.3%

O=C(Nc1cccc(Cl)c1Cl)C1CCN(c2ncccn2)CC1
  A = -3.6% | B = -17.4% | C = -1.2% | D = 10.4%

CCOC(=O)c1cc(C)n(Cc2ccccc2)c1C
  A = -19.2% | B = 0.5% | C = 2.2% | D = 5.2%

O=C(CCn1cccc1)N1CCc2ccccc21
  A = . | B = 2.2% | C = . | D = -14.9%

CC1CCN(S(=O)(=O)c2ccc(S(=O)(=O)NCc3ccco3)cc2)CC1
  A = . | B = -3.6% | C = . | D = 2.4%

Cc1cc(C)nc(N2CCN(c3nc(C)cc(C)n3)CC2)n1
  A = -3.1% | B = 2.2% | C = 0.1% | D = 1.4%

O=C(c1nn2c(C(F)(F)F)cc(-c3ccccc3)nc2c1Cl)N1CCOCC1
  A = -12.3% | B = 8.7% | C = -0.4% | D = 4.5%

CCN1C(=O)c2cccc3c(S(=O)(=O)Nc4c(C)n(C)n(-c5ccccc5)c4=O)ccc1c23
  A = 1.5% | B = 7.6% | C = 0.2% | D = 4.1%

Among those listed so far, two contain an NH in an aromatic ring:
Field names – A = Peg3 imprint; B = p53ts 39C tox; C = IkB signaling; D = p53ts 32C kill
O=C(O)c1cn[nH]c1-n1cnnn1
  A = -8.2% | B = -4.2% | C = 0.3% | D = -5.8%

CCN(CCCNc1ncnc2nc[nH]c12)c1cccc(C)c1
  A = -15.8% | B = 21.5% | C = -0.1% | D = 7.1%

Structural class, the compounds so far with an aryl methoxy group (two)
Field names – A = Peg3 imprint; B = p53ts 39C tox; C = IkB signaling; D = p53ts 32C kill
COc1ccc(NC(=O)c2ccc(OC)cc2)cc1
  A = -80.7%[inhibitor] | B = ? | C = 0.7% | D = ?

COc1ccccc1NC(=O)C1CCN(c2cnccn2)CC1
  A = -8.8%[10.9 µM] | B = -0.7% | C = 1.3% | D = -2.9%

Remaining list, next part:
Field names – A = Peg3 imprint; B = p53ts 39C tox; C = IkB signaling; D = p53ts 32C kill
CCn1c(SCC(=O)N2CCc3ccccc32)nc2c(c1=O)SC(C)C2 (stereo not drawn)
  A = -9.2% | B = 15.2% | C = 0.0% | D = 3.3%

COc1cc(OC)c(NC(=O)C2CCN(S(=O)(=O)c3c(C)noc3/C=C/c3c(C)cc(C)cc3C)CC2)cc1Cl
  A = -9.2%[10.9 µM] | B = -17.2% | C = -1.5% | D = -8.0%

COC(=O)[C@H](CC(C)C)NC(=O)Nc1ccc2c(c1)OCCO2
  A = 3.2% | B = 1.7% | C = 10.3% | D = -1.7%

COc1cccc(OC)c1C(=O)Nc1ccc2c(c1)CCCN2S(=O)(=O)c1ccc(C)cc1
  A = -1.8%[10.9 µM] | B = ? | C = 0.7% | D = 5.4%

O=C(CCSc1nc(-c2ccco2)cc(C(F)(F)F)n1)N1CCCc2ccccc21
  A = -20.9% | B = 10.4% | C = ? | D = 16.0%

Nc1ccc(C(=O)c2ccccc2C(=O)O)cc1Cl
  A = 21.7% | B = -4.5% | C = 0.9% | D = 8.0%

COc1cc2c(cc1NC(=O)COc1cc(C)cc(C)c1)oc1ccccc12
  A = -9.0%[10.9 µM] | B = 20.1% | C = ? | D = -0.3%

O=C(Nc1ccc2c(c1)oc1ccccc12)N1CCOCC1
  A = -16.0% | B = ? | C = ? | D = ?

Cc1cc(C(=O)CN2CCC(C)CC2)c(C)n1-c1ccc(F)cc1
  A = . | B = -6.3% | C = . | D = -0.3%

CCCCCNC(=O)C1CC=CCC1C(=O)O (stereo not drawn)
  A = . | B = 22.2% | C = . | D = -9.4%

CC(C)COc1ccc(C(=O)N2CCCCC2CCN2CCOCC2)cc1 (stereo not drawn)
  A = -7.8%[10.9 µM] | B = -14.9% | C = 1.1% | D = 2.2%

CCOC(=O)/C=C1\NC(C)(C)Cc2cc(OC)c(O)cc21
  A = -13.4% | B = -17.0% | C = 1.4% | D = 11.2%

O=C(CN1C(=O)C2CC=C(Cl)CC2C1=O)N1CCOCC1 (stereo not drawn)
  A = -5.7% | B = 6.3% | C = -1.8% | D = -2.0%

CCC(=O)Nc1ccc(Cl)c(NC(=O)c2ccc(Br)o2)c1
  A = -3.1% | B = -2.4% | C = -0.6% | D = 3.9%

COc1cc(NC(=O)C2C3C=CC(C3)C2C(=O)O)c(OC)cc1Cl (stereo not drawn)
  A = 1.4% | B = 6.7% | C = 9.4% | D = 3.3%

O=S(=O)(NCCc1csc2nc(-c3ccccc3)nn12)c1cccs1
  A = -1.9%[10.9 µM] | B = -5.3% | C = ? | D = 7.9%

CCc1ccccc1NC(=O)CN(C)S(=O)(=O)c1cccc2nsnc12
  A = 5.5%[10.9 µM] | B = 17.5% | C = -3.0% | D = 6.4%

COc1ccc(-c2nc3cc(NC(=O)c4cc5ccccc5o4)ccc3o2)cc1
  A = -8.1%[10.9 µM] | B = 2.9% | C = -2.0% | D = 3.4%

CCn1c(=O)c(=O)n(CC)c2cc(N3CCCCC3)c(NC(=O)c3cccc(OC)c3)cc21
  A = -7.6%[10.9 µM] | B = 3.6% | C = 0.3% | D = 9.6%

CCN1Cc2cccc(C(=O)Nc3ccc(F)cc3)c2C1=O
  A = 6.7%[10.9 µM] | B = -3.5% | C = -0.3% | D = 7.5%

CCCc1ccc(Oc2cn[nH]c2-c2ccc(O)c(C)c2O)cc1
  A = -17.2% | B = 9.6% | C = ? | D = 6.9%

COc1cccc(C(=O)Nc2cccc(C(=O)NC3=NN(c4c(Cl)cc(Cl)cc4Cl)C(=O)C3)c2)c1
  A = . | B = -4.3% | C = . | D = -4.1%

O=C(COC(=O)c1ccc(S(=O)(=O)N2CCOCC2)cc1)NC1CCCC1
  A = 7.5% | B = 0.6% | C = -1.7% | D = -5.3%

Cc1oc(-c2ccc3c(c2)OCCO3)cc1C(=O)NC(CCC(=O)O)C(=O)O (stereo not drawn)
  A = -12.4% | B = -1.6% | C = ? | D = 3.5%

Cc1cccc(C(=O)N2CCc3cc(CNC(=O)CSc4ccccc4)ccc32)c1
  A = -13.9%[10.9 µM] | B = -10.4% | C = ? | D = 1.2%

CCn1cc(C(=O)NCC2CCCO2)c(=O)c2cc(S(=O)(=O)N3CCCCCC3)ccc21 (stereo not drawn)
  A = -2.0% | B = 4.2% | C = -0.6% | D = 5.5%

CC(C)(C)c1ccc(C(=O)NCC(=O)OCc2cc(=O)n3nc(C4CC4)sc3n2)cc1
  A = 9.4%[10.9 µM] | B = -20.1% | C = -1.2% | D = 17.0%

O=C(CN1CCN(Cc2ccccc2)CC1)NCC1COc2ccccc2O1 (stereo not drawn)
  A = -14.2% | B = 12.9% | C = -2.1% | D = -3.5%

Cc1ccc(N2CC(NC(=O)c3ccc(Br)o3)CC2=O)cc1C (stereo not drawn)
  A = -2.7%[10.9 µM] | B = -11.3% | C = 1.3% | D = -3.9%

COc1cccc(NC(=O)NC2(C(F)(F)F)Oc3ccccc3O2)c1
  A = -13.5% | B = -11.3% | C = ? | D = ?

CCOC(=O)c1cccc(NC(=O)CCn2c(=O)oc3ccccc32)c1
  A = -8.5%[10.9 µM] | B = -12.2% | C = -1.3% | D = 11.0%

Cn1c(=O)[nH]c(=O)c2c1nc(OC(=O)c1ccccc1)n2CC(O)COc1ccccc1 (stereo not drawn)
  A = 9.2% | B = -14.0% | C = 0.2% | D = 4.0%

COc1ccc(-c2cn3c(n2)sc2cc(C(=O)Nc4cccc(OC)c4)ccc23)cc1
  A = -6.3%[10.9 µM] | B = 0.6% | C = ? | D = 7.8%

O=C(COc1ccccc1-c1nc(-c2ccccc2)no1)Nc1cccc([N+](=O)[O-])c1
  A = -17.9%[10.9 µM] | B = -21.5% | C = ? | D = -13.4%

CCCCN(C)C(=O)C1CCN(Cc2ccccn2)CC1
  A = 17.6% | B = 4.2% | C = 0.6% | D = -8.5%

CC(=O)c1ccc(NC(=O)COc2ccccc2-c2nc(C)no2)cc1
  A = -15.5%[10.9 µM] | B = 11.8% | C = 3.7% | D = 11.2%

Cc1nnc2sc(-c3cccc(NC(=O)c4cccnc4)c3)nn12
  A = -21.5% | B = -17.3% | C = 0.8% | D = -12.6%

Cc1ccc2cc(CN(Cc3cccs3)Cc3nnnn3C(C)(C)C)c3nnnn3c2c1
  A = -2.2% | B = 9.1% | C = 0.6% | D = -2.1%

O=C1c2ccccc2C(=O)N1CCCCN1CCN(CCCCN2C(=O)c3ccccc3C2=O)CC1
  A = . | B = -1.5% | C = -3.8% | D = -5.4%

CCOCc1cc(CN2CCN(c3cccc(Cl)c3)CC2)c(O)c2ncccc12
  A = ? | B = 3.16µM* | C = 23.2% | D = -7.3%

C=CCN(C(=O)Nc1ccc(Cl)cc1)C1CC(=O)N(c2ccc(OC)cc2)C1=O (stereo not drawn)
  A = -11.1% | B = -8.1% | C = -0.7% | D = -6.7%

COc1cc(C(=O)Nc2cccc(-c3nncn3C)c2)cc(OC)c1OC
  A = -3.8% | B = -3.7% | C = 1.3% | D = 0.6%
